KB-V1 MDR tox: kills drug-selected multidrug resistant KB-V1 cells. KB-V1 MDR cells viability, CellTiter-Glo, 72 h. Potency, µM (top dose mostly 46.1 µM), for the others: at the highest dose activity change, negative = cytotoxicity, most hits filed as cytotoxic. actives 3.4% (n = 400,000). AID 1347076; further: potency means the concentration at half of the fitted maximal effect; on the % scale 0 is the no-effect control and ±100 the full control effect; nearly all actives have a fitted effect of over 60% in size
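Cells of the MDR subline KB-V1 are plated, dosed with compound at multiple concentrations, and incubated 72 h at 37 degrees C; CellTiter-Glo is then added and luminescence read after 10 min.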
HT1080NT lethal: kills 2HG-producing HT-1080-NT fibrosarcoma cells. Potency, µM (titrated, usually from 46.1 µM), inactives show at the top dose activity, negative = less viability, actives largely listed as cytotoxic. HT-1080-NT fibrosarcoma viability, CellTiter-Glo ATP luminescence, 48 h. actives 1.6% (n = 360,000);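 further: NT is the 2HG producing partner of a matched IDH1 knockdown line; potency means the concentration at half of the fitted maximal effect; 0% = DMSO-treated cells and -100% = media-only wells without cells; nearly all actives have a fitted effect of over 55% in size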
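Read-out is CellTiter-Glo luminescence after 10 minutes at room temperature, following 48 hours' compound treatment of HT-1080-NT cells (750 cells/well, RPMI, 5% FBS, 37 degrees C).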
WRN inhibitor: blocks human WRN helicase. Potency, µM (highest dose often 114 µM), for inactives: top-dose activity change, negative = inhibition, most hits filed as inhibitors. AID 651768. actives 0.46% (n = 360,000). WRN helicase unwinding, fluorescent forked duplex, kinetic. Q14191; further: potency means the concentration at half of the fitted maximal effect; on the % scale 0 is the no-effect control and ±100 the full control effect; nearly all actives have a fitted effect of over 55% in size
Target sequence (Q14191 whole entry, looked up): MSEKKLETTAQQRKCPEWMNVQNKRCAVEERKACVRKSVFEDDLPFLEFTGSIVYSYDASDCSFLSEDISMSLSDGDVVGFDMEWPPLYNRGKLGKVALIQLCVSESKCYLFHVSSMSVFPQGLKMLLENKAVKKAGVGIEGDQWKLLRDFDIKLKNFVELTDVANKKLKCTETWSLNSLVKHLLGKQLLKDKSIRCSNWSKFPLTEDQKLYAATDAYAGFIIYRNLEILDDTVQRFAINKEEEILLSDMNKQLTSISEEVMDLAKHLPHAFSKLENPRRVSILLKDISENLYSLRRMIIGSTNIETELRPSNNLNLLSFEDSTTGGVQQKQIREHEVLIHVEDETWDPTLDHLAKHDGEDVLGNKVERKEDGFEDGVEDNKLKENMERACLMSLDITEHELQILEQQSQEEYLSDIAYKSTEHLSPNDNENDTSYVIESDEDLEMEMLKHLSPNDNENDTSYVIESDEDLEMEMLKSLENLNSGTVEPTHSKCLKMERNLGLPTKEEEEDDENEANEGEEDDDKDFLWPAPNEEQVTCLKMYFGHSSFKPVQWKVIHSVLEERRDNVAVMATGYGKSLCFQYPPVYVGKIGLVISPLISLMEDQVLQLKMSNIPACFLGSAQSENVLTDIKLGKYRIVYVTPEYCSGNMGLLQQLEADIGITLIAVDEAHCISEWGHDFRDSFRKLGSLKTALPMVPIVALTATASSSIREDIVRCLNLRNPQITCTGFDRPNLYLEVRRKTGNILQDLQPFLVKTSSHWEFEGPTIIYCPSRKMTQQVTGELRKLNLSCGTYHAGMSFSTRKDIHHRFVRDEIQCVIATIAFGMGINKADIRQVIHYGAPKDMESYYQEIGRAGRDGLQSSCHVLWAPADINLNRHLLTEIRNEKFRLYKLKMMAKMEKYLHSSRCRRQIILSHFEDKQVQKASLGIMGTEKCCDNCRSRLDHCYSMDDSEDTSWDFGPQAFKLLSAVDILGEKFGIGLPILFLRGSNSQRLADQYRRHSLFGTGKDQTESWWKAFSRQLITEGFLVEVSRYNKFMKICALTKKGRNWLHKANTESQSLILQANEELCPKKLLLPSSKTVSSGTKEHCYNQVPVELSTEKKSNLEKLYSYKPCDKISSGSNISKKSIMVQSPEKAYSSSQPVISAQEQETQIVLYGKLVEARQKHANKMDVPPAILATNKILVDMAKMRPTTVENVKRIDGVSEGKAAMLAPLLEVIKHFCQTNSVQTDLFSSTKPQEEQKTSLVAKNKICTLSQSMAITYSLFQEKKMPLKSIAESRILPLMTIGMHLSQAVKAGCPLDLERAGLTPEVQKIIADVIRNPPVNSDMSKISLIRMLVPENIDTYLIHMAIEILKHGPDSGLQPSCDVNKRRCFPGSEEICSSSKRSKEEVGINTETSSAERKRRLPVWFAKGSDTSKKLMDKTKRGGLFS
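Screening of the MLSMR collection measured strand separation of a quenched forked DNA duplex (100 nM) by 20 nM WRN with 2 mM ATP, all final. Compounds were preincubated with enzyme 15 min at room temperature.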
SW480 rerep: DNA re-replication induction in SW480 cells | SW480 DNA re-replication, Hoechst DNA content imaging, 48 h | Potency, µM (titrated, usually from 46.1 µM), inactives show at the highest dose re-replication activation, most hits filed as activators | actives 1.8% (n = 340,000); further: potency means the concentration at half of the fitted maximal effect; % of control where 0% means no effect; nearly all actives have a fitted effect of over 55% in size
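DNA re-replication was detected as more nuclei of elevated Hoechst intensity after 48 hr exposure to compound (23 nL pinned per well of 250 cells).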
HT1080 IDH1KD tx: toxicity to HT-1080 IDH1 knockdown cells (counter line); HT-1080 IDH1 knockdown viability, ATP luminescence, 48 h; Potency, µM (top dose mostly 46.1 µM), for inactives: top-dose activity, negative = toxicity, usual class: cytotoxic; actives 2% (n = 360,000);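 further: potency means the concentration at half of the fitted maximal effect; 0% = DMSO wells and -100% = cell-free medium wells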
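CellTiter-Glo luminescence after 48 h compound exposure at 37 degrees C of IDH1-knockdown HT-1080 cells in 5% FBS RPMI. %Activity scaled between DMSO wells and cell-free media wells, with curves fitted and assigned curve classes.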
KB-3-1 tox: kills parental KB-3-1 adenocarcinoma cells | AID 1347075 | KB-3-1 viability, CellTiter-Glo ATP luminescence, 72 h | actives 1.4% (n = 400,000) | Potency, µM (top dose mostly 46.1 µM), for inactives: at the highest dose activity change, negative = cytotoxic, actives largely listed as cytotoxic; further: potency means the concentration at half of the fitted maximal effect; on the % scale 0 is the no-effect control and ±100 the full control effect; nearly all actives have a fitted effect of over 60% in size
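Parental KB-3-1 adenocarcinoma cells in phenol-red-free DMEM with 10% FBS were pin-treated with compounds at several concentrations, incubated 72 h at 37 °C, and viability read by CellTiter-Glo luminescence; concentration-effect curves were fitted after normalization.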
ATXN2 expr inh: ATXN2 expression inhibition; actives 0.72% (n = 360,000); Potency, µM (doses to about 57 µM), without a hit: at the highest dose activity change, negative = inhibition, usual class: inhibitors; HEK-293 ATXN2-luciferase reporter, luminescence, 24 h; further: potency means the concentration at half of the fitted maximal effect; on the % scale 0 is the no-effect control and ±100 the full control effect; nearly all actives have a fitted effect of over 55% in size
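qHTS (up to 57 uM final) was run with 24 h compound exposure of reporter cells at 37 °C. Each well was multiplexed: SteadyGlo luminescence measured ATXN2-luciferase expression after a fluorogenic Gly-Phe-AFC viability readout (25 uM final).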
IL1B secr inh: inflammasome signaling inhibition, IL-1 beta readout; THP-1 LPS/ATP IL-1B secretion, AlphaLISA, 16 h; stronger effect = lower value; activity change, % at 57.5 µM; actives 4.7% (n = 360,000); in the data active means activity change below about -50%; inconclusive means mostly about -30% to -49%; further: on the % scale 0 is the no-effect control and ±100 the full control effect
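THP-1 cells pretreated 1 hr with compounds (up to 57.5 uM final), then stimulated with LPS (250 ng/mL final) plus ATP (1.25 mM final); secreted IL-1B measured by AlphaLISA after 16 hr, decreased signal indicating inhibition.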
MCF10A rerep: inducers of DNA re-replication in MCF 10A breast cells; MCF 10A DNA re-replication, Hoechst nuclear intensity, 48 h; Potency, µM (doses to about 46.1 µM), without a hit: top-dose activity, positive = re-replication, most hits filed as activators; actives 2.9% (n = 350,000); further: potency means the concentration at half of the fitted maximal effect; % of control where 0% means no effect; nearly all actives have a fitted effect of over 50% in size
* hit, by the source's call; ? = inconclusive; / = not tested or not shown; & = joins results of further samples; [ ] = remark or other dose. Unless noted, the call rests on the fitted dose curve; in most records, active means well fitted curve in the direction sought with a large enough effect; inconclusive means small, poorly fitted or top-dose-only effect, or another doubt; inactive means no such curve, though single readings can be large; an effect the other way counts as inactive or inconclusive.

1. CCOC(=O)C(C)Oc1ccc(C2NC(=O)NC(C)=C2C(=O)Nc2ccccc2C)cc1 (stereo not drawn)
2. COc1cc(CNn2nnnc2N)ccc1OCC(=O)NC(C)(C)C
3. CCn1cnc2c1c(=O)n(Cc1cccc(Br)c1)c(=O)n2Cc1ccccc1
4. Cc1ccc(OCC(=O)N/N=C\c2cn(Cc3ccccc3)c3ccccc23)cc1C
5. c1ccc(CCc2nc(-c3ccc(-n4cccc4)cc3)no2)cc1
6. CCCCCN(C(=O)CCC(=O)OC(C)C(=O)NCc1ccccc1)c1c(N)n(CCCC)c(=O)[nH]c1=O (stereo not drawn)
7. Cc1c(NC(=O)C(C)Sc2nc3ccccc3c(=O)n2CCO)c(=O)n(-c2ccccc2)n1C (stereo not drawn)
8. Cc1cccc(C)c1NC(=O)CSc1nnnn1C
9. COc1ccc(-c2nn(-c3ccccc3)cc2C(=O)N/N=C/c2ccc([N+](=O)[O-])o2)cc1
10. CC(=O)Nc1ccc(-c2csc(NC(=O)C3CSC4(C)CCC(=O)N34)n2)cc1 (stereo not drawn)
assay / entry	1	2	3	4	5	6	7	8	9	10
IL1B secr inh	-0.3	14.4	-10.1	27.2	11.8	-13.1	2.5	15.9	13.7	-11.0
HT1080NT lethal	11.4%	2.2%	?	-17.9%	-0.1%	-0.7%	13.9%	9.1%	?	-5.3%
KB-V1 MDR tox	2.1%	1.4%	18.4µM*	-30.8%	7.6%	32.6%	3.6%	25.5%	?	-3.3%
WRN inhibitor	5.2%	1.3%	-5.8%	-0.5%	5.5%	-1.4%	5.3%	-11.0%	-4.2%	5.9%
ATXN2 expr inh	-3.7%	1.6%	-5.2%	-12.7%	4.7%	9.8%	10.4%	-12.3%	?	2.7%
KB-3-1 tox	-10.7%	8.3%	?	?	-15.3%	0.4%	1.2%	0.3%	-6.2%	0.1%
SW480 rerep	2.8%	-0.4%	3.4%	-6.0%	-2.5%	-443.3%[inhibitor]	-2.3%	-1.5%	?	-7.0%
MCF10A rerep	0.1%	2.1%	13.3%	8.7%	-3.9%	-0.7%	4.6%	-17.0%	?	6.8%
HT1080 IDH1KD tx	1.3%	0.9%	-25.8%	-13.0%	1.6%	-1.4%	6.6%	0.0%	?	-10.9%

11. COc1ccc(N2CCN(C(c3cccs3)C(C)NS(C)(=O)=O)CC2)cc1 (stereo not drawn)
12. Cc1cccc(N2CCN(S(=O)(=O)c3cccc4nonc34)CC2)c1C
13. CCS(=O)(=O)CCn1c([N+](=O)[O-])cnc1C
14. CC(C)(C)S(=O)(=O)c1ccc2nc3c(n2c1)CCCC3
15. O=C(Nc1cc(-c2nc3ncccc3o2)ccc1Cl)c1ccco1
16. COC(=O)c1ccc(CSc2nnnn2Cc2ccccc2)cc1
17. Cc1c(C)c2ccc(OCC(=O)N[C@@H](Cc3ccccc3)C(=O)O)cc2oc1=O
18. COC(=O)Cn1ccc2cc(S(=O)(=O)N3CCCCCC3)ccc21
19. CCCCCCn1cc(C(=O)O)c(=O)c2cc(F)c(N3CCN(C(=O)OCC)CC3)cc21
20. CC(C)CC(N=Cc1c(O)c2ccccc2oc1=O)C(=O)O (stereo not drawn)
assay / entry	11	12	13	14	15	16	17	18	19	20
IL1B secr inh	5.3	-13.0	0.0	39.3	4.5	11.8	14.8	27.8	17.3	-3.6
HT1080NT lethal	-2.0%	7.4%	16.0%	-9.2%	-0.8%	-3.0%	11.2%	-0.9%	8.9%	1.5%
KB-V1 MDR tox	-16.6%	-0.7%	13.7%	3.1%	7.1%	-25.9%	0.0%	0.0%&-13.3%	2.06µM*	53.0%
WRN inhibitor	-4.9%	-11.6%	6.3%	-0.4%	10.5%	-15.8%	2.9%	10.2%	-2.6%	2.0%
ATXN2 expr inh	2.4%	-6.8%	6.5%&7.3%	-9.4%	10.5%	-3.7%	-8.0%	-4.2%&4.8%	8.1%	-0.3%
KB-3-1 tox	?	0.8%	0.0%	3.9%	-6.8%	-13.6%	-0.7%	18.0%&2.5%	8.6%	?
SW480 rerep	-6.1%	-0.6%	-2.1%	-6.1%	-12.1%	-8.2%	0.5%	-10.0%	-3.7%	-11.5%
MCF10A rerep	6.2%	2.7%	1.3%	-7.0%	5.9%	0.1%	6.1%	-0.6%	-0.2%	?
HT1080 IDH1KD tx	-1.8%	-0.9%	3.0%	-0.2%	0.2%	-2.3%	1.5%	-8.1%	8.4%	2.0%

Single records (already shown). Order of values: IL1B secr inh | HT1080NT lethal | KB-V1 MDR tox | WRN inhibitor | ATXN2 expr inh | KB-3-1 tox | SW480 rerep | MCF10A rerep | HT1080 IDH1KD tx
`Cc1cccc(N2CCN(S(=O)(=O)c3cccc4nonc34)CC2)c1C` as listed: -13.0 | 7.4% | -0.7% | -11.6% | -6.8% | 0.8% | -0.6% | 2.7% | -0.9%
`COc1ccc(N2CCN(C(c3cccs3)C(C)NS(C)(=O)=O)CC2)cc1` (stereo not drawn) as listed: 5.3 | -2.0% | -16.6% | -4.9% | 2.4% | ? | -6.1% | 6.2% | -1.8%

Other results
21. O=C1Nc2ccccc2Cc2ccccc21
22. CCCCSCCCNC(=O)Nc1ccc(CC)cc1
23. COC(=O)C1CN(C(=O)C(C)Oc2ccc(C)c(C)c2)c2ccccc2O1 (stereo not drawn)
24. CC(C(=O)NC1CCCCC1)N(Cc1ccc(F)cc1)C(=O)c1snc(C(N)=O)c1N (stereo not drawn)
25. Clc1cccc(CN2CCc3c([nH]c4ccccc34)C2)c1Cl
26. FC(F)Oc1ccc(-c2csc(=Nc3cccnc3)n2CC2CCCO2)cc1 (stereo not drawn)
27. CC(C)NC(=O)CSc1ccccc1C(=O)NCc1ccc2c(c1)OCO2
28. CCC(=O)N1CCN(c2nc3ccc(Br)cc3s2)CC1
29. C[C@H](CO)N1C[C@H](C)[C@H](CN(C)S(=O)(=O)c2cccc(F)c2)OCc2ccccc2-c2c(n(C)c3ccccc23)C1=O
30. O=C(Cn1nnc(-c2ccccc2)n1)Nc1cccc(S(=O)(=O)N2CCOCC2)c1
assay / entry	21	22	23	24	25	26	27	28	29	30
IL1B secr inh	?	-74.6*	0.2	-12.5	-62.1*	-3.1	-12.6	-19.0	-23.7	-9.2
HT1080NT lethal	-0.3%	-0.2%	13.5%	-1.1%	-25.9%	-4.1%	3.9%	?	?	6.8%
KB-V1 MDR tox	0.6%	-26.3%	12.1%	?	-0.7%	-21.3%	?	-29.9%	-25.3%	?
WRN inhibitor	-0.6%	-26.9%	0.6%	-4.0%	7.8%	-17.4%	-29.1%[57.1 µM]	1.5%	-5.5%	-4.1%
ATXN2 expr inh	/	-6.8%	/	-10.7%	/	-27.4%	-4.9%	/	?	0.0%
KB-3-1 tox	-0.5%	-1.6%	13.4%	0.6%	-0.2%	0.0%	10.6%	-21.2%	23.1µM*	-24.9%
SW480 rerep	/	-9.1%	-7.7%	-3.4%	?	1.1%	0.5%	-2.3%	/	-14.0%
MCF10A rerep	/	14.3%	-5.8%	-6.3%	?	?	-15.1%	-6.6%	/	3.6%
HT1080 IDH1KD tx	5.4%	-5.7%	0.0%	-1.2%	-8.8%	-25.0%	10.2%	?	?	7.1%

3 compounds from above, sorted by the number in SW480 rerep, falling.
No.	Molecule	IL1B secr inh	WRN inhibitor	SW480 rerep
27	CC(C)NC(=O)CSc1ccccc1C(=O)NCc1ccc2c(c1)OCO2	-12.6	-29.1%[57.1 µM]	0.5%
28	CCC(=O)N1CCN(c2nc3ccc(Br)cc3s2)CC1	-19.0	1.5%	-2.3%
23	COC(=O)C1CN(C(=O)C(C)Oc2ccc(C)c(C)c2)c2ccccc2O1 (stereo not drawn)	0.2	0.6%	-7.7%

Remaining list, next part.
31. CC(C)CCNC(=O)c1sc2ccc(S(=O)(=O)N3CCCCC3)cc2c1N
32. Cc1nc2ccccn2c1C(=O)CSc1ccccc1Cl
33. Cc1ccc(S(=O)(=O)CCSc2n[nH]c(=O)n2-c2ccc3c(c2)OCCO3)cc1
34. Cc1ccc(N2C(=O)CS(=O)C(c3ccccc3)C2=O)cc1C (stereo not drawn)
35. CC(C)n1c(SCc2ccccc2F)nc2c1c(=O)n(C)c(=O)n2C
36. CC(C)c1cc(C(=O)N/N=C/C=C/c2ccccc2)n[nH]1
37. O=C(COC(=O)CSc1ccccc1)NNC(=O)c1ccc([N+](=O)[O-])cc1
assay / entry	31	32	33	34	35	36	37
IL1B secr inh	-52.2*	-20.7	?	-9.5	46.5	?	15.2
HT1080NT lethal	?	-7.2%	-16.6%	-8.9%	-14.5%	16.8%	-2.3%
KB-V1 MDR tox	17.1%	16.4µM*	18.0%	-27.1%	?	-8.4%	?
WRN inhibitor	-9.9%	-30.7%	5.7%	35.5µM*	-2.3%	-2.3%	1.2%
ATXN2 expr inh	-35.5%	-13.1%	-12.0%	51.6%[activator]	-12.5%	-2.1%	-23.9%
KB-3-1 tox	?	?	3.8%	1.0%	-23.9%	17.5%	21.1%
SW480 rerep	4.3%	-9.3%	-3.9%	11.0%	2.3%	-2.8%	?
MCF10A rerep	10.3%	13.4%	12.5%	?	21.8%	-3.0%	26.9%
HT1080 IDH1KD tx	-0.9%	-25.2%	-11.8%	-11.4%	-9.8%	10.4%	-1.4%

Rewritten tab-delimited: entries from further up.
item	compound	IL1B secr inh	HT1080NT lethal	KB-V1 MDR tox	WRN inhibitor	ATXN2 expr inh	KB-3-1 tox	SW480 rerep	MCF10A rerep	HT1080 IDH1KD tx
36	CC(C)c1cc(C(=O)N/N=C/C=C/c2ccccc2)n[nH]1	?	16.8%	-8.4%	-2.3%	-2.1%	17.5%	-2.8%	-3.0%	10.4%
37	O=C(COC(=O)CSc1ccccc1)NNC(=O)c1ccc([N+](=O)[O-])cc1	15.2	-2.3%	?	1.2%	-23.9%	21.1%	?	26.9%	-1.4%

Screening data (PubChem BioAssay)
